High-throughput results (PubChem)
Mito fusion yeast = inhibitors of mitochondrial division or activators of mitochondrial fusion. S. cerevisiae fusion-defective mutant growth rescue, CellTiterGlo 48 h. Potency, µM (highest dose often 46.1 µM), for inactives: at the highest dose growth rescue (activation), usual class: activators. hit rate 0.23% among 320,000;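 further: potency means the concentration at half of the fitted maximal effect; % of control where 0% means no effect; nearly all actives have a fitted effect of over 45% in size; temperature-sensitive fusion mutants such as fzo1-1 at 37 °C on non-fermentable ethanol glycerol medium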
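Yeast fusion mutant, YPEG (non-fermentable carbon), compound, 48 h at 37C non-permissive; CellTiterGlo added, 10 min RT, luminescence read. Rescued growth = division inhibition.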
Eya2 inh = Eya2 (human) phosphatase inhibition. O00167. recombinant Eya2, OMFP fluorescence dephosphorylation (OMFP is methylfluorescein phosphate). Potency, µM (series often up to 76.9 µM), inactives show at the top dose activity, negative = inhibition, actives largely listed as inhibitors. hit rate 0.006% among 330,000; further: potency means the concentration at half of the fitted maximal effect; on the % scale 0 is the no-effect control and ±100 the full control effect
Target sequence (O00167 whole entry, looked up): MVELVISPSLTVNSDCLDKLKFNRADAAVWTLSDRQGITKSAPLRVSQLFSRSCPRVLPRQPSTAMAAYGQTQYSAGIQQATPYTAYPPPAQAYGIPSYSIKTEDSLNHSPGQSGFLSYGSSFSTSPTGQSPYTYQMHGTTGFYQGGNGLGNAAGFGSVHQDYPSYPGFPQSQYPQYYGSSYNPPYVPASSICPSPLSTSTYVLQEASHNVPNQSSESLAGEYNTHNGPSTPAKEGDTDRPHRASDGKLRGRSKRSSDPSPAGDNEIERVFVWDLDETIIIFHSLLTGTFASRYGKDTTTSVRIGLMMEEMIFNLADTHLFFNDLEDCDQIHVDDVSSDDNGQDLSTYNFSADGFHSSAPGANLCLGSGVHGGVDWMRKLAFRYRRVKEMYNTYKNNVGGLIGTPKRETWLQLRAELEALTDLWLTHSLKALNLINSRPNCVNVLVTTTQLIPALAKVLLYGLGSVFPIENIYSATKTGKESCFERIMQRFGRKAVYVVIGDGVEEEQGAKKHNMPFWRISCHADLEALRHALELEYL
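Eya2 protein (added as 0.2 uM solution) was preincubated with compound for 10 min at ambient temperature in 50 mM HEPES pH 7.5, 50 mM NaCl, 5 uM MgCl2, 0.05% BSA, 1 mM DTT. OMFP (added at 50 uM) then reacted 10 min; fluorescence read at 485/525 nm.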
A-T KAP1 phos = potential ataxia-telangiectasia treatments restoring KAP-1 phosphorylation; AID 485349; hit rate 0.19% among 320,000; Potency, µM (series often up to 57.5 µM), without a hit: at the top dose activation, hits mostly activators; […] A-T fibroblasts, KAP-1 phosphorylation AlphaLISA; neocarzinostatin DNA damage 30 min before lysis; further: potency means the concentration at half of the fitted maximal effect; % of control where 0% means no effect; nearly all actives have a fitted effect of over 45% in size
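ATM-like activity read as KAP-1 phosphorylation via AlphaLISA donor/acceptor antibody pairs after lysis and 6 hr at 25C. Cells were ATM-null patient fibroblasts ([…], hTERT), dosed 60 min, then exposed to the DSB inducer NCS for 30 min.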
a7 integrin act = activators of alpha7 integrin expression for muscular dystrophy | Potency, µM (highest dose often 38.3 µM), without a hit: at the top dose activation, most hits filed as activators | hit rate 0.064% among 350,000 | alpha7betagal myoblasts, beta-gal FDG fluorescence, 48 h;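 further: potency means the concentration at half of the fitted maximal effect; 100% = response of the positive control SU9516; nearly all actives have a fitted effect of over 60% in size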
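alpha7betagal+/- myoblasts (passage 13, 250/well) treated 48 h at 37C with compounds at 1:260 dilution of DMSO stock. Lysed, then beta-galactosidase activity read as FDG fluorescence (ex 480/em 540) after 30 min, with pre-read for autofluorescence.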
TSHR antagonist = human thyrotropin receptor antagonism; TSHR-expressing cells, TSH-stimulated cAMP HTRF, 2 h; active compounds read low; activity change, negative = inhibition, % at 11.5 µM; P16473; hit rate 0.2% among 330,000;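 active means activity change below a set negative limit, meaning inhibition stronger than a set level, cut at about -70% in these data; inconclusive means activity change between two set negative limits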; further: on the % scale 0 is the no-effect control and ±100 the full control effect
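Competitive HTRF cAMP read-out (cryptate anti-cAMP antibody, cAMP-d2; 30 min, room temperature) in freshly harvested TSHR cells. Compounds added before TSH at EC80 (4nM final), followed by 2 hours' incubation at 37 deg C.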
TCR activator = activates T cell receptor signaling; Potency, µM (top dose mostly 9.22 µM), inactives show at the top dose activation of IL-2 secretion, most hits filed as activators; 330,000 tested, under 10 active; primary human leukocytes, anti-CD3, IL-2 HTRF, 48 h; AID 504894; further: % of control where 0% means no effect
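Compounds are tested in HTS on primary human leukocytes co-incubated with a-CD3 beads for 48 hr. IL-2 output is measured by time-resolved FRET.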
PTAP TSG101 blk = blocks PTAP/TSG101 interaction to inhibit HIV-1 budding; Fluorescence polarization, FITC-PTAP peptide / Tsg101 binding; Potency, µM (doses to about 115 µM), inactives show top-dose activity change, negative = inhibition, most hits filed as inhibitors; 340,000 tested, under 10 active; AID 493005; active means well fitted inhibition curve with a large enough effect in the main read-out, with a control signal flat, not every such curve was filed as active; inconclusive means small, poorly fitted or top-dose-only effect, or effect the other way, or a change in a side signal; inactive means no such curve, though single readings can be large or run the other way; further: potency means the concentration at half of the fitted maximal effect; % of control where 0% means no effect
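Steps: Tsg101 binding domain dispensed (10 uM final), compounds pinned in DMSO, FITC-labeled PTAP-motif peptide added (50 nM final); after 20 min binding at room temperature, polarization measured.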
S-ASM inh = human S-ASM enzyme inhibition; hit rate 0.006% among 340,000; placental ASM, HMU-PC fluorogenic substrate, 60 min; Potency, µM (top dose mostly 57.5 µM), for inactives: at the top dose activity change, negative = inhibition, actives largely listed as inhibitors; AID 504937; P17405; further: potency means the concentration at half of the fitted maximal effect
Target sequence (P17405 47-631 limits assumed): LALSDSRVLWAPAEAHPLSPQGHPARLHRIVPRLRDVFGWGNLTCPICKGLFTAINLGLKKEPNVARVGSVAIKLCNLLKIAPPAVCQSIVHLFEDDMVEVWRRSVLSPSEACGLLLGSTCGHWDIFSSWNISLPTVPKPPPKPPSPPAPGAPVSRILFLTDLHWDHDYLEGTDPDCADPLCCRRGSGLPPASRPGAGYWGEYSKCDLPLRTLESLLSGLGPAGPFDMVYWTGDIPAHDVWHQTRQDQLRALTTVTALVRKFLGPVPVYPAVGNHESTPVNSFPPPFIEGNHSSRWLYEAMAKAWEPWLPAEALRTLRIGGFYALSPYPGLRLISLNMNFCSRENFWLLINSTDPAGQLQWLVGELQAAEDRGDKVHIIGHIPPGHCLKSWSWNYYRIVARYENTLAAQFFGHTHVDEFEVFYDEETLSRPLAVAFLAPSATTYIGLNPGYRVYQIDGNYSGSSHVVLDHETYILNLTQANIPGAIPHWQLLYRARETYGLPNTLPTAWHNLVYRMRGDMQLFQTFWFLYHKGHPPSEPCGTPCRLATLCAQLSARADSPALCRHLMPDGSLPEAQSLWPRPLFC
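qHTS format. ASM enzyme prepared from human placenta hydrolyses the fluorogenic substrate HMU-PC0 (9 uM final) over 60 min at 37 °C after a 10 min compound preincubation.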
BCR signal inh = chronic active BCR signaling inhibition. AID 493014. hit rate 0.05% among 340,000. Potency, µM (top dose mostly 46.1 µM), for inactives: at the highest dose ratio change, negative = lower green/red ratio, actives largely listed as inhibitors. ABC-DLBCL IkBa-CBG/CBR reporter, luminescence ratio, 4 h; active means well fitted inhibition curve with a large enough effect in the signal ratio, with a control signal flat, not every such curve was filed as active; inconclusive means small, poorly fitted or top-dose-only effect, or effect the other way, or a change in a side signal; the % refers to the signal ratio;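 further: potency means the concentration at half of the fitted maximal effect; plate controls were basal doxycycline-induced cells for no effect and cells given 10 µM MG132 for full effect; MG132 reads +100%, hits lower the ratio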
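Compounds up to 46 uM were incubated four hours with TMD8 cells whose green CBG68 luciferase is fused to IkappaBalpha; red CBR luminescence normalised the signal, and concentration-effect curves were fitted to fusion, red and ratio data.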
ELG1 repair inh = inhibitors of ELG1-dependent DNA repair in HEK293T cells | HEK293T ELG1-luciferase reporter, luminescence, 16 h; DNA damage induced by 5-fluorouridine | Potency, µM (top dose mostly 46.1 µM), for the others: at the highest dose activity change, negative = inhibition, usual class: inhibitors | hit rate 2.3% among 330,000; further: potency means the concentration at half of the fitted maximal effect; on the % scale 0 is the no-effect control and ±100 the full control effect; nearly all actives have a fitted effect of over 55% in size
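Reporter activity after DNA damage by 5-fluorouridine is monitored. Compound-treated cells incubate 16 hr at 37 °C, then ONE-Glo is added for 30 min before luminescence reading.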
Tb PFK block = blocks T. brucei phosphofructokinase; O15648; T. brucei PFK, ADP-Glo luminescence; Potency, µM (doses to about 57.5 µM), without a hit: top-dose activity, negative = inhibition, actives largely listed as inhibitors; hit rate 0.17% among 330,000; AID 485367;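 further: potency means the concentration at half of the fitted maximal effect; 0% = uninhibited 1x PFK enzyme wells and -100% = no-enzyme wells; nearly all actives have a fitted effect of over 60% in size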
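Luminescent ADP detection (ADP-Glo, two-step: ATP depletion then ADP-to-ATP conversion for luciferase) reported PFK activity after 45 min room-temperature reaction of 1.25 nM enzyme with 0.5 mM F6P and 0.1 mM ATP at pH 8.0.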
* marks the source's active call; other numbers are inactive results; ? = inconclusive; nt = not tested or not shown; [ ] = another dose, or the depositor's remark. Unless noted, the call rests on the fitted dose curve; in most records, active means well fitted curve in the direction sought with a large enough effect; inconclusive means small, poorly fitted or top-dose-only effect, or another doubt; inactive means no such curve, though single readings can be large; an effect the other way counts as inactive or inconclusive. Compounds were not picked by outcome; 3.2% or so of the library scored in one or more.

SMILES	Mito fusion yeast	Eya2 inh	A-T KAP1 phos	a7 integrin act	TSHR antagonist	TCR activator	PTAP TSG101 blk	S-ASM inh	BCR signal inh	ELG1 repair inh	Tb PFK block
Cc1nc2ccccc2n1/C(=N\S(=O)(=O)c1ccccc1)c1ccccc1	-5%	0%	-2%	0%	4	-5%[46.1 µM]	0%	10%	-1%	20%	2%
CCOC(=O)CCCNC(=O)COC(=O)c1cc2ccccc2cc1O	-4%	17%	3%	26%	-6	-23%	0%	2%	-6%	-2%	5%
O=S1(=O)N=C(Nc2nncs2)c2ccccc21	-2%	-14%	1%	-8%	-3	-6%	0%	2%	-2%	5%	4%
Cc1cc(C)nc(Sc2ccc([N+](=O)[O-])cc2[N+](=O)[O-])n1	2%	0%	9%	-44%	13	5%[46.1 µM]	-1%	0%	?	10%	1%
COc1ccc(/C(C)=N/N=C2/NC(=O)CC(C(=O)O)S2)cc1F (stereo not given)	-4%	15%	20%	-16%	-3	8%	-2%	2%	-12%	0%	5%
Cc1ccc(-c2cc(Cc3ccccc3)c(=O)[nH]n2)cc1	12%	8%	21%	-28%	-7	-9%	-1%	-1%	-1%	-4%	3%
COc1ccc(/C(O)=C2\C(=O)C(=O)N(CCN3CCOCC3)C2c2ccccc2OC)cc1 (stereo not given)	1%	-6%	1%	5%	-5	-1%[46.1 µM]	0%	5%	-14%	3%	10%
O=C(NNC(=O)C1CC1)c1ccccc1[N+](=O)[O-]	1%	-10%	10%	-19%	12	-5%	-3%	-3%	-5%	9%	-4%
CC(C#N)(NC(=O)COC(=O)c1ccccc1NCCO)C1CC1 (stereo not given)	8%	-17%	nt	13%	37	-11%	-1%	nt	?	?	-23%
O=C(CN1CCc2ccccc2C1)Nc1ccc(F)cc1F	2%	-21%	2%	-12%	0	1%	-4%	0%	-1%	-1%	1%
CCOC(=O)NC(c1ccc(C(C)C)cc1)C(Cl)(Cl)Cl (stereo not given)	20%	-4%	14%	11%	-8	-5%[46.1 µM]	1%	1%	2%	22%	2%
CCOc1cccc(-c2nnc3sc(COc4ccccc4)nn23)c1	1%	13%	4%	-28%	-7	-9%	-4%	-15%	10%	1%	-1%
CCC(CO)NCc1ccc(-c2ccccc2)cc1 (stereo not given)	-4%	13%	2%	-14%	3	-9%[46.1 µM]	-1%	0%	?	?	0%
CC(C)C(NC(=O)C12CC3CC(CC(C3)C1)C2)C(=O)O (stereo not given)	-1%	16%	0%	15%	-5	-4%	-4%	1%	5%	7%	-1%
Cc1cc(C)cc(OCC(=O)NCCN2CCOCC2)c1	-4%	3%	-6%	2%	5	-2%	1%	0%	-2%	4%	-4%
Cc1cccc(-c2ncc(CN3CCC(CO)(CCCc4ccccc4)CC3)cn2)c1	-25%	-11%	1%	6%	0	2%	0%	-9%	-12%	-6%	3%
CCOC(=O)C1(CCSC)NC(c2ccco2)C2C(=O)N(CC)C(=O)C21 (stereo not given)	-2%	-21%	-4%	-12%	-5	-3%	-4%	3%	7%	5%	0%
c1ccc(-c2ccc(CNC3CC3)cc2)cc1	7%	2%	-7%	27%	-3	3%	8%	-4%	1%	4%	0%
O=C(NC(N1CCOCC1)C(Cl)(Cl)Cl)c1ccco1 (stereo not given)	-12%	-4%	?	12%	-31	5%	-2%	-4%	-1%	?	6%
COc1ccc(-c2noc(COc3ccccc3OC)n2)cc1OC	-5%	3%	-7%	-4%	-9	-3%	-8%	-1%	-27%	-14%	-8%
c1ccc(C(c2ccccc2)c2ccn[nH]2)cc1	-11%	3%	?	24%	-2	-3%	1%	3%	-1%	16%	0%
O=C(O)CCC(NC(=O)OCc1ccccc1)C(=O)O (stereo not given)	2%	-37%	1%	0%	-7	1%	-7%	1%	-7%	16%	-2%
CN1CCN(NS(=O)(=O)c2ccc(Cl)s2)CC1	-2%	-2%	-3%	24%	12	1%	-1%	4%	-1%	18%	3%
O=C(Nc1ccccc1)c1ccc(NCc2ccco2)c(S(=O)(=O)N2CCOCC2)c1	12%	0%	2%	-17%	0	nt	0%	-5%	0%	?	-5%
COc1cccc(N/C(SCc2cccc([N+](=O)[O-])c2)=C(/C#N)C(N)=O)c1	3%	-26%	10%	-8%	-9	-4%	0%	0%	?	?	-5%
Following part
SMILES	Mito fusion yeast	Eya2 inh	A-T KAP1 phos	a7 integrin act	TSHR antagonist	TCR activator	PTAP TSG101 blk	S-ASM inh	BCR signal inh	ELG1 repair inh	Tb PFK block
CCCCOc1ccc(C(=O)NCC(=O)NNC(=O)c2ccco2)cc1	nt	5%	-5%	14%	-7	1%	1%	3%	3%	10%	4%
Cc1ccccc1NC(=O)Cc1nc(-c2c[nH]c(C(=O)N3CCCC3)c2)cs1	0%	1%	-10%	-13%	6	-7%	-3%	-1%	-6%	16µM*	-2%
CCc1ccc(OCC(=O)O/N=C(\N)c2cccnc2)cc1	-4%	-3%	3%	-6%	-11	1%	0%	5%	?	?	-4%
CC(C)=CCN1CCN(CCCn2cccn2)CC1CCO (stereo not given)	6%	-8%	-4%	-8%	2	-13%	-11%	7%	-14%	1%	0%
CCOC(=O)c1cc(C#N)c(NCc2ccccc2)nc1C	0%	-8%	6%	0%	-2	nt	nt	-2%	?	1%	-6%
Cc1ccc(C(=O)N2CCN(CCNC(=O)C(=O)Nc3ccc(Cl)cc3)CC2)cc1	1%	15%	-11%	11%	-16	-1%	2%	4%	?	?	1%
COc1ccc(/C(C)=N/NC(=O)c2nc(C)cc(C)n2)cc1	-2%	-3%	1%	9%	-4	-163%	-5%	-1%	?	?	-2%
CC(C)(C)Cc1nnc(NC(=O)c2cc(-c3ccccc3)nc3ccccc23)s1	5%	2%	0%	9%	-36	1%	-3%	-7%	-1%	-18%	-6%
CC1CSc2nc3sc4c(c3c(=O)n21)CCCC4 (stereo not given)	6%	1%	2%	5%	-4	-1%	-2%	7%	?	?	2%[0.46 µM]
C=CCn1c(SCC(=O)N(CC)C2CCS(=O)(=O)C2)nc2ccccc2c1=O (stereo not given)	-2%	3%	0%	-24%	2	-2%	0%	2%	?	8%	-2%
COc1ccccc1CN1CCNC(=O)C1CC(=O)N(C)Cc1nc(C)cs1 (stereo not given)	-1%	9%	0%	-4%	5	nt	0%	7%	0%	0%	1%
COc1ccc(NC(=O)CSC2=NC(=O)CC(C)=N2)cc1	-3%	2%	-6%	-12%	0	2%	-6%	2%	16%	2%	-5%
NC(=O)c1cc(S(=O)(=O)NCCCc2ccco2)cs1	-4%	-1%	-2%	-12%	-4	2%	4%	32%	-6%	0%	3%
COc1ccc(OC)c(C(=O)C2COC(=O)C2)c1 (stereo not given)	-2%	20%	-4%	-53%[inhibitor]	0	-1%	-2%	3%	1%	-20%	14%
Cc1cc(C)cc(NC(=O)c2sc3nc(C)cc(C)c3c2N)c1	4%	-11%	3%	19%	-5	-1%	-6%	284%[activator]	?	?	-6%
CCc1ccccc1Nc1nc(N)nc(COC(=O)c2cccn2C)n1	5%	5%	8%	-10%[7.66 µM]	2	-2%	-5%	-1%	0%	?	-2%
O=C(CSc1ccc2ccccc2c1)NCCc1ccc(O)c(O)c1	10%	16%	2%	-4%	-14	10%	1%	-3%	-13%	8%	-23%
O=C(NCc1ccc2c(c1)OCO2)C(=O)NCC1OCCCN1S(=O)(=O)c1cc(F)ccc1F (stereo not given)	1%	-2%	1%	14%	-13	9%	nt	0%	-2%	10%	1%
CN1CC2(Cc3c1ccc1ccccc31)C(=O)OC(C)(C)OC2=O	-4%	14%	0%	1%	-5	3%	-3%	nt	1%	?	-3%

Part of the list above in another layout.
mol | Mito fusion yeast | Eya2 inh | A-T KAP1 phos | a7 integrin act | TSHR antagonist | TCR activator | PTAP TSG101 blk | S-ASM inh | BCR signal inh | ELG1 repair inh | Tb PFK block
CCOC(=O)c1cc(C#N)c(NCc2ccccc2)nc1C | 0% | -8% | 6% | 0% | -2 | nt | nt | -2% | ? | 1% | -6%
Cc1ccc(C(=O)N2CCN(CCNC(=O)C(=O)Nc3ccc(Cl)cc3)CC2)cc1 | 1% | 15% | -11% | 11% | -16 | -1% | 2% | 4% | ? | ? | 1%
